# Wnt act – activates Wnt/beta-catenin signaling in a reporter cell assay; activator, plate reader; activation, % at 9.35 µM; 300,000 tested, 1.2% active; in the data active = activation above about 30%, passing the limit was not always enough;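 note: 0% = neutral control wells and 100% = positive control wells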
# Rtt109 Vps75 – C. albicans Rtt109 histone acetyltransferase inhibition; AID 540336; purified Rtt109/Vps75, ThioGlo CoA-SH fluorescence, 4 h; 330,000 tested, 0.16% active; inhibition, % at 34.9 µM;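 active = inhibition of at least 50% in every replicate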
# Target sequence (Q5AAJ8 whole entry, looked up): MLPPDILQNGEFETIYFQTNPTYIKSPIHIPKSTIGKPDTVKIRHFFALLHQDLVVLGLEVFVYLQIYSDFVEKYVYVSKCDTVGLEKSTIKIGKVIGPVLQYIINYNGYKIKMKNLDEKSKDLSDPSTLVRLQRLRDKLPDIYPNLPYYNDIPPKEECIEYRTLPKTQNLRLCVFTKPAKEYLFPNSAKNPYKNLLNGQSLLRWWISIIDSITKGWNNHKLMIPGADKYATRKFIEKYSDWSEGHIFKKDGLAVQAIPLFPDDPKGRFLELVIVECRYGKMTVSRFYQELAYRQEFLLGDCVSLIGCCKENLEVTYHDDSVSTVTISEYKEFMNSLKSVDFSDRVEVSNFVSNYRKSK
# PfHsp90 yeast 2 – reduces growth (ATP signal) of yeast expressing P. falciparum Hsp90; S. cerevisiae expressing PfHsp90, BacTiter-Glo ATP, 48 h; yeast lacking PDR1 and PDR3 efflux regulators; inhibition, % at 9.4 µM; 310,000 tested, 0.32% active; AID 504621;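 active = every replicate shows inhibition above about 80%, whatever the replicate mean, limit read from the data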;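 note: 0% = DMSO neutral controls and 100% = 20 µM radicicol positive controls; yeast relying on Plasmodium falciparum Hsp90 in place of its own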
# E coli growth – reduces bacterial viability in AddAB counter-screen; E. coli V3065 growth, OD600 absorbance, 18 h; 330,000 tested, 0.27% active; inhibition, % at 11.9 µM;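 active = inhibition above the campaign's mean inhibition across all tested compounds plus 3 SD, cut at about 9.9% in these data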;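 note: uninfected addAB+ strain grown without phage in ampicillin broth; 0% = DMSO wells and 100% = ciprofloxacin 0.95 µg/ml wells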
# DAGLB inhibitor – diacylglycerol lipase beta (human) inhibition; Q8NCG7; HEK293T DAGLB membrane lysate, EnzChek fluorogenic substrate; inhibition, % at 5.17 µM; 340,000 tested, 0.059% active; AID 504411; in the data active = inhibition above about 34%;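 note: 0% = enzyme with vehicle and 100% = wells lacking enzyme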
# Target sequence (Q8NCG7 whole entry, looked up): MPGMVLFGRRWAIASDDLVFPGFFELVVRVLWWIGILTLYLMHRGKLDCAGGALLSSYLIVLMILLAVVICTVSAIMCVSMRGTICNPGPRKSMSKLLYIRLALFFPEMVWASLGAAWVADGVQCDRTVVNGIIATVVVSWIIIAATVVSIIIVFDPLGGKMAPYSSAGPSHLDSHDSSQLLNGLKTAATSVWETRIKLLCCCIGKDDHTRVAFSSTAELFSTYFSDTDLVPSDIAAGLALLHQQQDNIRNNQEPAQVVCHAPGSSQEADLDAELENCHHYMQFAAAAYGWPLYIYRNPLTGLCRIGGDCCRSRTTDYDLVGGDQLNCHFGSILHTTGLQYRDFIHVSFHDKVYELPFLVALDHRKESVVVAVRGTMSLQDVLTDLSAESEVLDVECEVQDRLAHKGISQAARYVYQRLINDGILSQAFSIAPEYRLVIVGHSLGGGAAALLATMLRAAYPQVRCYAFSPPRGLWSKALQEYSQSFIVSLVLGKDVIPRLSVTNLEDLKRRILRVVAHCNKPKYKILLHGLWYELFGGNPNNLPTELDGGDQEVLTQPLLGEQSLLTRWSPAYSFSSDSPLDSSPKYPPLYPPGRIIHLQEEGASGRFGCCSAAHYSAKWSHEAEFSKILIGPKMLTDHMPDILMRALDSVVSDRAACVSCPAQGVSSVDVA
# PvdQ inh – blocks Pseudomonas aeruginosa PvdQ acylase activity | purified PvdQ acylase, fluorescence plate reader | inhibition, % at 10 µM | 340,000 tested, 0.063% active; in the data active = inhibition above about 30%, passing the limit was not always enough;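 note: 0% = vehicle neutral wells and 100% = reference inhibitor wells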
# Tat transport – inhibitors of E. coli Tat protein transport. E. coli MC4100 TorA-mCherry Tat export, fluorescence. inhibition, % at 10 µM. 340,000 tested, 0.036% active;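 active = mean replicate inhibition at least 50% and at least half of replicates individually reaching 50%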;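 note: exported cargo escapes ClpAP degradation while cytoplasmic cargo is degraded and loses fluorescence; 0% = median of neutral control wells and 100% = median of NaSCN control wells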
# AddAB inh – less growth of phage-infected E. coli with AddAB; AID 435030; inhibition, % at 11.9 µM; E. coli expressing H. pylori AddAB, absorbance growth; 330,000 tested, 0.29% active; in the data active = inhibition above about 12%;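 note: 0% = vehicle wells of infected cells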
# phage Ecoli inh – E. coli growth loss with phage present; growth absorbance; inhibition, % at 11.9 µM; 360,000 tested, 0.26% active; AID 651602; in the data active = inhibition above about 11%
# CAL PDZ FP – blocks peptide binding to human CAL PDZ domain. purified CAL PDZ, TMR-peptide fluorescence polarization, 1 h. inhibition, % at 20 µM. 330,000 tested, 0.02% active. AID 504414;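 active = highest replicate inhibition of at least 40%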;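 note: plate controls were DMSO neutral control wells for no effect and unlabeled competitor peptide control wells for full effect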
#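 Test system: tagged CAL PDZ domain / Buffer or medium: sodium phosphate/NaCl buffer pH 7.4 with TCEP, IgG, Thesit / Reagent: TMR-labelled reporter peptide T*-PRC34 bound in PDZ groove / Compound dosing: single point, 20 µM / Schedule: 1 h incubation at room temperature before polarization reading / Technique: fluorescence polarization (mP) / Benchmarks: unlabelled peptide, DMSO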
# * = called active by the depositor; . = not tested or not shown.
No.	Molecule	Wnt act	Rtt109 Vps75	PfHsp90 yeast 2	E coli growth	DAGLB inhibitor	PvdQ inh	Tat transport	AddAB inh	phage Ecoli inh	CAL PDZ FP
1	Cc1ccc(NC(=O)c2cc3cccc([N+](=O)[O-])c3[nH]2)cc1	4	5	11	0.3	-3	-9	-3	3.3	1.0	-1.4
2	CCN(CC)S(=O)(=O)c1ccc(C(=O)OCC(=O)NCCN2C(=O)CSC2=O)cc1	-1	-3	15	1.6	2	-5	3	4.6	4.0	-0.7
3	Cc1ccc(SCC(=O)OCC(=O)NCCc2ccccc2)cc1C	-1	-3	-8	-3.0	-3	-9	5	0.9	5.0	0.0
4	O=C1NC2C(NC(=O)N2C2CCCCC2)N1C1CCCCC1 (stereo not drawn)	.	0	-1	-0.7	1	-11	5	2.0	3.5	-0.8
5	Cc1cc(Nc2cccc(F)c2)n2ncnc2n1	-1	-1	7	-0.2	-2	12	6	3.5	2.6	0.2
6	O=C(CN1C(=O)c2ccccc2S1(=O)=O)NCCSCc1cccc(Cl)c1	-1	1	2	-2.6	-2	1	27	0.1	-0.1	-1.0
7	CN(C)S(=O)(=O)c1ccc(N=Cc2c(C(F)(F)F)[nH][nH]c2=O)cc1	1	-16	.	-0.1	0	-3	4	3.1	2.1	-1.8
8	COc1cccc(/C=N/NC(=O)CN(C2=NS(=O)(=O)c3ccccc32)c2ccccc2)c1	-5	-1	-1	-0.4	0	-13	-3	0.9	0.7	-3.0
9	Cc1ncsc1C(=O)N1N=C2/C(=C/c3ccccc3)CCCC2C1c1ccccc1 (stereo not drawn)	.	-7	-3	2.4	-5	6	0	-0.6	2.2	0.0
10	CCC1(C)NC(=O)N(CC(=O)Nc2sc3c(c2C(N)=O)CCC3)C1=O (stereo not drawn)	-3	-7	28	-2.2	1	-6	2	-0.2	2.0	-1.6
11	COc1cccc(C(c2c(C)[nH]n(-c3ccccc3)c2=O)c2c(C)[nH]n(-c3ccccc3)c2=O)c1O	4	1	-2	0.9	4	2	3	2.0	-0.5	-1.6
12	CC(=O)N1CCCN(Cc2cn(-c3ccc(C)cc3)nc2-c2ccc(F)cc2)CC1	1	1	.	0.5	0	-12	1	0.1	2.3	-2.6
13	CC1CCN(C(c2ccc(N(C)C)cc2)c2nnnn2C(C)(C)C)CC1 (stereo not drawn)	.	-2	8	-1.1	-1	-10	4	2.2	-3.9	-0.1
14	CCOC(=O)Oc1ccc(C(=O)OCCCN(C)C)cc1OC	2	-6	10	-0.3	-1	0	-2	3.4	4.2	-0.6
15	COc1ccc(NC(=O)Cn2nc(C(F)(F)F)c3c2CCCC3)cc1OC	.	0	10	1.1	-4	-15	-1	1.3	1.0	-0.6

# Eight compounds already listed, arranged by count of non-hydrogen atoms, falling:
No.	Molecule	Wnt act	Rtt109 Vps75	PfHsp90 yeast 2	E coli growth	DAGLB inhibitor	PvdQ inh	Tat transport	AddAB inh	phage Ecoli inh	CAL PDZ FP
11	COc1cccc(C(c2c(C)[nH]n(-c3ccccc3)c2=O)c2c(C)[nH]n(-c3ccccc3)c2=O)c1O	4	1	-2	0.9	4	2	3	2.0	-0.5	-1.6
2	CCN(CC)S(=O)(=O)c1ccc(C(=O)OCC(=O)NCCN2C(=O)CSC2=O)cc1	-1	-3	15	1.6	2	-5	3	4.6	4.0	-0.7
15	COc1ccc(NC(=O)Cn2nc(C(F)(F)F)c3c2CCCC3)cc1OC	.	0	10	1.1	-4	-15	-1	1.3	1.0	-0.6
13	CC1CCN(C(c2ccc(N(C)C)cc2)c2nnnn2C(C)(C)C)CC1 (stereo not drawn)	.	-2	8	-1.1	-1	-10	4	2.2	-3.9	-0.1
10	CCC1(C)NC(=O)N(CC(=O)Nc2sc3c(c2C(N)=O)CCC3)C1=O (stereo not drawn)	-3	-7	28	-2.2	1	-6	2	-0.2	2.0	-1.6
7	CN(C)S(=O)(=O)c1ccc(N=Cc2c(C(F)(F)F)[nH][nH]c2=O)cc1	1	-16	.	-0.1	0	-3	4	3.1	2.1	-1.8
14	CCOC(=O)Oc1ccc(C(=O)OCCCN(C)C)cc1OC	2	-6	10	-0.3	-1	0	-2	3.4	4.2	-0.6
1	Cc1ccc(NC(=O)c2cc3cccc([N+](=O)[O-])c3[nH]2)cc1	4	5	11	0.3	-3	-9	-3	3.3	1.0	-1.4

# Other entries.
No.	Molecule	Wnt act	Rtt109 Vps75	PfHsp90 yeast 2	E coli growth	DAGLB inhibitor	PvdQ inh	Tat transport	AddAB inh	phage Ecoli inh	CAL PDZ FP
16	COc1ccc2c(c1)sc(N)[n+]2Cc1cc(C)cc2cccnc12	-1	6	11	-3.5	3	-48	0	3.2	5.1	-0.3
17	COc1ccc(/C=N/NC(=O)C(=O)NCc2cccnc2)cc1OC	.	-4	0	2.2	1	10	9	-0.5	1.2	-2.1
18	CCN1CCN(Cc2nc3cc(NC(=O)COc4ccc([N+](=O)[O-])cc4)ccc3n2C)CC1	-2	-4	5	2.6	-1	-2	-6	3.4	2.5	-1.5
19	CC(=O)NC(C)C12CC3CC(CC(C(=O)O)(C3)C1)C2 (stereo not drawn)	.	3	.	-0.2	1	-8	-4	2.1	1.9	.
20	C=C[C@@]1(C)CC(=O)[C@]2(O)[C@@]3(C)[C@@H](O)CCC(C)(C)[C@@H]3[C@H](O)[C@H](OC(C)=O)[C@@]2(C)O1	3	0	-3	-0.6	0	2	2	-3.8	3.3	-1.3
21	O=C(CN1C(=O)NC2(CCCCC2)C1=O)NNC(=O)C1CC1	1	5	.	-1.9	-1	12	19	2.8	0.8	-0.2
22	CCc1ccccc1NC(=O)CC1S/C(=N\c2nccs2)N(CC)C1=O (stereo not drawn)	-8	-1	0	2.2	-10	5	0	0.0	1.7	0.4
23	CNC(=S)Nn1cnc2ccccc21	-1	8	12	-0.2	-1	12	-8	0.3	0.1	-3.5
24	O=C(CN1C(=O)NC2(CCCCCC2)C1=O)Nc1ccc(Cl)cc1Cl	0	37	.	1.6	-1	0	-10	5.0	2.4	-0.1
25	Cc1ccc(-c2[nH]ncc2/C=C(\C#N)C(=O)NC2CCCCC2)cc1	.	29	1	0.9	-12	-19	6	2.8	-0.5	.
26	c1ccc(-c2noc(COc3ccc4c(c3)OCO4)n2)cc1	.	5	8	-0.1	-23	-24	6	0.6	-0.5	.
27	C=CCn1c(SCC(=O)N(C)CC(=O)Nc2ccc(C)cc2)nnc1-c1ccncc1	-1	2	-2	3.0	1	-10	4	2.3	3.5	0.2
28	COc1ccc(-c2csc(/C(C#N)=C/Nc3cc4oc5ccccc5c4cc3OC)n2)cc1	0	-7	-12	-2.7	0	-24	-5	-1.2	3.2	-0.6
29	Cc1cc2cc(CNC(=S)Nc3ccc(OC(F)F)cc3)ccc2n1C	-4	6	-11	1.7	22	-1	0	1.2	1.9	-1.9
30	COc1cc(C(=O)OCn2nnc3ccccc3c2=O)cc(OC)c1OC	-1	2	21	-0.1	1	12	3	3.5	-0.5	-1.3
31	C=C(C)CSc1nnc([C@@H](NC(=O)OC(C)(C)C)C(C)CC)o1 (stereo partly drawn)	-7	0	.	-1.7	-6	-13	1	0.5	0.2	0.1
32	O=C(NCc1ccc(F)cc1)NC(=O)c1ccc(Cl)cc1	0	7	-4	2.3	-2	-4	1	4.0	4.0	-2.5
33	Oc1ccc(N2CCN(Cc3ccc(OCCCN4CCCCC4)cc3)CC2)cc1	5	-4	14	-0.8	1	-25	8	2.3	3.4	0.0
34	Cn1c(COc2ccc3ccccc3c2)nnc1SCC(=O)OC1CCCCC1	.	12	-23	-0.2	-6	7	1	0.2	3.0	0.1
35	O=C(C1=C[C@@H](c2ccccc2)C[C@@H](OCc2ccc(CO)cc2)O1)N1CCCCCCC1	-1	2	-7	-1.0	0	-3	-14	2.8	2.3	-0.5
36	COC(=O)CSc1nc(-c2ccc(F)cc2)cc(C(F)(F)F)n1	-2	-4	10	0.7	-3	4	2	3.1	3.1	-1.0
37	O=C(O)Cc1ccccc1C(=O)O	.	.	.	-0.5	-1	-14	5	4.2	1.0	-1.5
38	CCNC(=S)Nc1ccc(-c2nc3ccccc3[nH]2)cc1	13	2	18	0.2	0	-12	-5	0.8	3.3	0.6
39	COc1cccc(NC(=O)c2ccc3c(c2)OCO3)c1	14	3	3	-0.1	-2	7	1	2.0	2.0	-0.6
40	Clc1ccc(CSc2ccc(-c3ccccn3)nn2)cc1	27	-4	-17	7.6	-7	0	-2	7.8	2.8	-0.3
41	Cc1occc1C(=O)Nc1cccnc1	-3	-8	.	0.5	1	-10	-1	-1.1	3.5	-0.9
42	CN(c1ccccc1C(=O)NCc1ccccn1)S(C)(=O)=O	-2	-11	-17	0.7	-1	-6	2	0.2	3.4	0.5
43	CN1/C(=C\C(=O)COC(=O)CNC(=O)c2ccc3ccccc3c2)C(C)(C)c2ccccc21	-8	8	11	0.4	-5	-6	12	2.1	-0.1	-0.4
44	CCOC(=O)c1c(C)c(C(=O)NCc2ccc3c(c2)OCO3)c(C)n1CC	.	3	-24	-0.3	-4	-8	-5	2.8	4.8	-0.7
45	O=C(NCc1ccco1)c1ccc(Cl)cc1[N+](=O)[O-]	-1	-8	13	.	2	-5	9	.	3.2	0.9
46	O=C(COC(=O)Cn1cnc2ccccc2c1=O)Nc1ccccc1Sc1ccc(Cl)cc1	-2	3	-8	0.6	0	-4	0	-0.1	3.9	-0.9
47	Cc1ccnc(NC(=O)CNC(=O)c2ccc(Br)o2)c1	20	-3	-6	1.8	0	12	2	2.7	4.7	-1.0
48	O=C(Nc1ccccc1)N(C1=NCCCCS1)c1cccc2ccccc12	22	-5	-24	-1.0	0	-5	-13	2.3	-0.5	-1.4
49	CCCCCCCCn1ccc(=N)cc1	-4	-3	3	10*	-6	10	-6	13*	2.5	1.4
50	CCOc1ccc(OCc2ccc(C(=O)Nc3cccc(C)n3)o2)cc1	.	-8	-5	-1.4	-4	-12	-7	1.3	-0.1	-0.6
51	O=C(NCc1ccccc1)N1CCN(c2ccccc2)CC1	-2	-4	5	4.5	-8	3	0	6.1	3.3	-0.5
52	N/C(=N\OC(=O)CCC1CCCC1)c1cccnc1	1	13	11	3.5	-5	15	3	2.8	2.1	0.4
53	O=C1c2ccccc2C(=O)N1CCCc1cn(C[C@H]2CC[C@H](Cn3cc(CCCN4C(=O)c5ccccc5C4=O)nn3)O2)nn1	-2	-4	-8	0.2	-1	1	16	0.4	0.4	-0.2
54	Cc1cc(N2CCN(c3ccccc3)CC2)nc(NCc2ccccc2)n1	-1	6	3	-0.4	2	7	-1	1.8	1.7	-2.4
55	Cc1ccc(S(=O)(=O)N2CCCC(c3nnc4n3-c3ccccc3SC4)C2)cc1 (stereo not drawn)	2	13	38	0.6	-1	-10	-14	-1.0	0.2	.
56	COc1ccc(OC)c(C2NC(=O)NC(C)=C2C(=O)OC2CCCCC2)c1 (stereo not drawn)	-1	1	-8	-1.0	0	-9	1	2.3	0.7	0.1
57	O=C(c1ccccc1-c1ccccc1)N1CCCC1	-7	-4	9	5.0	-2	-2	5	-0.9	1.4	-1.6
58	CCN(CC)CCCn1c(C)cc2c(c1=O)C(c1ccccc1)C(C#N)=C(N)O2 (stereo not drawn)	.	-4	-10	-0.2	2	6	-9	0.6	-0.7	-0.1
59	O=C1Nc2ccccc2S/C1=C/Nc1cccc(Cl)c1	.	.	.	1.4	5	-10	-1	1.0	3.8	-0.5

# Source: PubChem BioAssay (several laboratories)
